BAZ2B block: blocks human BAZ2B; 4.4% of 360,000 active; Potency, µM (top dose mostly 114 µM), inactives show at the highest dose activity change, negative = inhibition, most hits filed as inhibitors; Q9UIF8; AlphaScreen BAZ2B-H3K14Ac peptide displacement; further: potency means the concentration at half of the fitted maximal effect; on the % scale 0 is the no-effect control and ±100 the full control effect; nearly all actives have a fitted effect of over 60% in size
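BAZ2B (50 nM) with biotin-H3(5-23)K14Ac peptide (50 nM) in PBS pH 7.4, 0.01% Tween-20, preformed 30 min, then compound 30 min at room temperature; top concentration 110uM. AlphaScreen streptavidin donor/nickel chelate acceptor beads (10 ug/mL final), 20 min dark, signal read.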
G9a inh: blocks human histone lysine methyltransferase G9a. Q96KQ7. G9a H3K9 monomethylation, AlphaScreen, 2 h. Potency, µM (series often up to 102 µM), for the others: at the highest dose activity, negative = inhibition, actives largely listed as inhibitors. 8.8% of 350,000 active. AID 504332; further: potency means the concentration at half of the fitted maximal effect; on the % scale 0 is the no-effect control and ±100 the full control effect; nearly all actives have a fitted effect of over 75% in size
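Signal arises when biotinylated H3K9 peptide, once monomethylated, bridges streptavidin donor and antibody-captured acceptor beads. Enzyme at 20 nM was preincubated 15 min with test compounds; peptide 500 nM and SAM 20 uM then reacted for 2 h.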
JMJD2A Tudor: inhibitors of human JMJD2A Tudor domain. O75164. 4.4% of 390,000 active. Potency, µM (highest dose often 114 µM), for inactives: at the top dose activity change, negative = inhibition, most hits filed as inhibitors. AlphaScreen JMJD2A-Tudor / H3K4me3 peptide binding. AID 504339; further: potency means the concentration at half of the fitted maximal effect; on the % scale 0 is the no-effect control and ±100 the full control effect; nearly all actives have a fitted effect of over 50% in size
GLS inh: inhibitors of human glutaminase (GLS) | O94925 | GLS enzymatic activity, qHTS titration | Potency, µM (titrated, usually from 45.5 µM), for the others: top-dose activity change, negative = inhibition, hits mostly inhibitors | 0.21% of 410,000 active; further: potency means the concentration at half of the fitted maximal effect; on the % scale 0 is the no-effect control and ±100 the full control effect
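Coupled fluorescence readout: glutamate oxidase/HRP/Amplex Red detect glutamate formed by hKGA from L-glutamine (1 mM solution added). Buffer 45 mM KH2PO4 pH 8.2, 0.02% Tween-20; reads at t0 and 30 min RT.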
Pin1 inhibitor: inhibitors of human Pin1 | Q13526 | Pin1 FP peptide displacement, HiFluor488, 10 min | Potency, µM (doses to about 115 µM), for inactives: at the highest dose activity, negative = inhibition, hits mostly inhibitors | 0.009% of 390,000 active; active means well fitted inhibition curve with a large enough effect in the polarisation, with a control signal flat, not every such curve was filed as active; inconclusive means small, poorly fitted or top-dose-only effect, or effect the other way, or a change in a side signal; inactive means no such curve, though single readings can be large or run the other way; the % refers to the polarisation; further: potency means the concentration at half of the fitted maximal effect; on the % scale 0 is the no-effect control and ±100 the full control effect
PGK inhibitor: inhibitors of T. brucei phosphoglycerate kinase. AID 602233. Potency, µM (series often up to 57.5 µM), for the others: top-dose activity change, negative = inhibition, usual class: inhibitors. PGK/GAPDH coupled, Kinase-Glo luminescence, 60 min. 0.043% of 380,000 active; further: potency means the concentration at half of the fitted maximal effect; on the % scale 0 is the no-effect control and ±100 the full control effect; nearly all actives have a fitted effect of over 60% in size
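Recombinant glycosomal PGK reaction used 1,3-bisphosphoglycerate generated in-well by GAPDH (100nM final) in 100mM TEA pH 7.6, 5mM MgCl2, 0.01% Tween-20. After 60 minutes at room temperature, ATP was read by Kinase-Glo Plus luminescence end-point.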
HP1b binding inh: inhibitors of HP1-beta chromodomain binding to methylated histone tails; AlphaScreen HP1-beta / biotin-H3K9me3 peptide binding; Potency, µM (series often up to 114 µM), for the others: at the top dose activity change, negative = inhibition, usual class: inhibitors; 0.56% of 390,000 active; AID 540317; further: potency means the concentration at half of the fitted maximal effect; nearly all actives have a fitted effect of over 70% in size; inactives centre near 23
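Compound inhibition of the preformed complex between 50 nM HP1-beta and 50 nM biotinylated H3K9me3 peptide was read by AlphaScreen. Buffer was PBS pH 7.4 with 0.01% Tween-20. Incubations ran 30 min at room temperature, with 10 ug/mL donor/acceptor beads.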
PI4K2A block: inhibitors of human PI4K2A. Q9BTU6. purified PI4K2A, ADP-Glo luminescence, 1 h; hits give low values. activity change, negative = inhibition, % at 76.9 µM. 0.13% of 420,000 active. AID 1346378; in the data active means activity change below about -50%; inconclusive means mostly about -30% to -49%;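 further: -100% = wells without enzyme as full effect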
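PI4K2A activity was measured by ADP-Glo luminescence: enzyme (4 ug/mL stock) and phosphatidylinositol (1.2 mM stock) in Tris pH 7.5/MgCl2/EGTA/Triton X-100 buffer were reacted with ATP (300 microM stock) for one hour at ambient temperature.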
ERG-DNA inh: ERG Ets/DNA interaction inhibition; P11308; fluorescence polarization, His-ERG Ets domain / labelled DNA; Potency, µM (series often up to 76.9 µM), inactives show top-dose FP activity, negative = inhibition, usual class: inhibitors; 0.028% of 370,000 active; AID 624246; active means well fitted inhibition curve with a large enough effect in the polarisation, with a control signal flat; inconclusive means small, poorly fitted or top-dose-only effect, or effect the other way, or a change in a side signal; inactive means no such curve, though single readings can be large or run the other way; the % refers to the polarisation;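 further: polarization taken with two DNA probes labelled with fluorescein and Texas red; potency means the concentration at half of the fitted maximal effect; % of control where 0% means no effect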
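His-tagged ERG Ets domain (1 uM in the protein solution; 300mM KCl, 50mM Tris-HCl, 1mM EDTA, 1mM DTT, pH 7.5) received compound, then a probe mix of 5 nM fluorescein-DNA and 100nM Texas-615-DNA. Fluorescence polarization was read for both dyes.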
The depositor's hits bear a star; i = inactive; ? = inconclusive; / = not tested or not shown; & = joins results of further samples; [ ] = dose if it differs, or a comment. Unless noted, the call rests on the fitted dose curve; in most records, active means well fitted curve in the direction sought with a large enough effect; inconclusive means small, poorly fitted or top-dose-only effect, or another doubt; inactive means no such curve, though single readings can be large; an effect the other way counts as inactive or inconclusive.

SMILES	BAZ2B block	G9a inh	JMJD2A Tudor	GLS inh	Pin1 inhibitor	PGK inhibitor	HP1b binding inh	PI4K2A block	ERG-DNA inh
COc1cccc(CNC(=O)C2CCN(S(=O)(=O)N3CCC(C)CC3)CC2)c1	-6%[57.1 µM]	7%	-15%&1%	7%&3%	-6%&-4%	3%&10%	22%&13%	3&1	1%&1%
CCn1c(SCC(=O)n2nc(C)cc2C)nnc1-c1ccc2c(c1)OCO2	10%	?	-5%	5%	-7%	4%	25%	3	-1%
COc1ccc(NS(=O)(=O)c2cnc(N)nc2)cc1Cl	-3%	-31%[59 µM]	50µM*	10%	0%	i	31%[57 µM]	-7	3%
O=C(CSc1nncc2ccccc12)Nc1ccc(F)cc1	11%	18%	-15%	5%	0%	-4%	-8%	1	-6%
CC1(C)CC(=O)C=C(c2ccc3[nH]ccc3c2)C1	/	/	-16%	0%	-1%	i	35%	5	10%
O=C(c1cc(S(=O)(=O)N2CCOCC2)ccc1F)N1CCc2ccccc21	/	/	-9%	19%	6%	0%	24%	-5	16%
COc1ccc(Cl)cc1NC(=O)CN(C)C(=O)c1cc2c(F)cccc2s1	8%	3%[2.33 µM]	-17%	-9%	14%	i	55%[activator]	-4	6%
CCOC(=O)c1c(C)[nH]c(C)c1S(=O)(=O)N1CCCC(C(=O)Nc2cccc(CC)c2)C1 (centres undefined)	-27%	-31%[59 µM]	-25%	-2%	-7%	-4%	10%	0	2%
COc1ccc(-n2nc(C(=O)NCC(=O)NCCCN3CCOCC3)c3ccccc3c2=O)cc1OC	2%	?	-4%	3%	-4%	i	19%	0	7%
Cc1ccc(NS(=O)(=O)c2ccccc2)c2c1CC(C)(C)O2	9%	-36%	-1%	15%	-5%	-9%	38%[activator]	1	4%
CC[N+]1(C)CCC(O)(/C=C/c2ccccc2)C(C(=O)/C=C/c2ccccc2)C1 (centres undefined)	/	/	40µM*	35%[activator]	0%	-3%	71µM*	9	-2%
O=C(COC(=O)c1ccco1)NCc1ccccc1Cl	-2%	10%	-13%	6%	-3%	-5%	21%	1	6%
O=C(CCCN=C1NS(=O)(=O)c2ccccc21)OCc1ccc(F)cc1	18%	2%	1%	7%	6%	1%	21%	0	-4%
COc1ccc(NS(=O)(=O)c2cc(NC(=O)c3ccc(F)cc3)ccc2OC)cc1	?	-46%[59 µM]	-12%	11%	46%[activator]	-4%	19%	-3	-1%
CCn1c(=N)c(C(=O)NC2CCCC2)cc2c(=O)n3cc(C)ccc3nc21	5%	11%[59 µM]	-7%	8%	?	-6%	16%	1	0%
COc1ccc(N2CCN(c3c(S(=O)(=O)c4ccccc4)cnc4ccc(OC)cc34)CC2)cc1	?	8.9µM*	?	9%	2%	2%	?	5	7%
CCCSc1ccc([C@H]2N[C@@](C)(C(=O)OC)[C@H]3C(=O)N(CC)C(=O)[C@@H]23)cc1	/	/	-22%	5%	-9%	1%	29%	6	-7%
CCCc1nnc(NC(=O)C(CC)Sc2nnc3c4ccccc4n(C)c3n2)s1 (centres undefined)	?	-27%[59 µM]	-19%	1%	-9%	0%	17%	-8	1%
CCC(OC(=O)c1cccs1)C(=O)NCc1ccc2c(c1)OCO2 (centres undefined)	-5%	14%[12.7 µM]	100µM*	3%	2%	-5%	11%	-2	0%
CC1(C)CC(=O)C(C=Nc2ccccc2)=C(O)C1	12%	?	-8%	11%	-2%	5%	27%	0	-8%
Cc1ccc(CNC(=O)CCCN2C(=S)NC(C)(C)CC2C)cc1 (centres undefined)	-14%	7%	6%	11%	-10%	-8%	26%	-1	16%
Cc1nn(CCCC(=O)Nc2nccs2)c(C)c1[N+](=O)[O-]	-17%	-34%	-1%	-4%	-10%	i	43%[activator]	-2	8%
O=C(Cn1cnc2ccccc21)Nc1ccc2c(c1)OCCCO2	-3%	5%[59 µM]	-10%	1%	-1%	-11%	65%[activator]	-4	3%
CC(NC(=O)C1CCCN(C(=O)N(C)C)C1)c1ccccc1 (centres undefined)	8%	1%[59 µM]	-7%	-8%	2%	1%	40%[activator]	6	-2%
CCN(CC)C(=O)CSc1nc(O)c(Cc2ccccc2)c(=O)n1-c1ccccc1	-3%	28%[0.501 µM]	-1%	7%	-4%	-9%	21%	-6	-3%
SMILES	BAZ2B block	G9a inh	JMJD2A Tudor	GLS inh	Pin1 inhibitor	PGK inhibitor	HP1b binding inh	PI4K2A block	ERG-DNA inh
COc1ccc(-c2cc(CCCC(=O)NCCc3ccc(OC)cc3OC)no2)cc1	-27%	-7%	-13%	1%	-1%	-2%	14%	7	-11%
CC(C)S(=O)(=O)c1csc(C(=O)NNC(=O)Nc2ccccc2)c1Cl	-13%	-5%	-12%	-22%	-1%	i	35%[activator]	-2	7%
O=C(COC(=O)CNC(=O)c1ccc(Cl)cc1Cl)NNC(=O)c1ccccc1F	/	/	-15%	-4%	0%	0%	22%	3	-2%
COc1ccc2c(c1)c(C(C)=O)c(C)n2-c1ccccc1OC	/	/	-12%	0%	-1%	-1%	23%	3	31%[activator]
CCC(=O)N1CCc2cc(CNS(=O)(=O)c3ccc(CC(C)C)cc3)ccc21	0%	11%[59 µM]	-8%	1%	6%	-8%	25%[57 µM]	-4	-1%
COC(=O)c1[nH]c2ccc(F)cc2c1NC(=O)CCN1CC(C)OC(C)C1 (centres undefined)	-7%	-15%	9%	-5%	-2%	i	13%	6	10%
Cc1ccc(S(=O)(=O)n2nc(-c3ccc(Cl)cc3)nc2NCc2ccco2)cc1	1%	-34%[12.7 µM]	-26%	-1%	11%	-5%	18%	-3	-6%
CCOc1ccc(NC(=S)C(C#N)=C2N(C)c3ccccc3N2C)cc1	-31%	32µM*	0%	41%[activator]	-3%	-5%	24%	5	-10%
CC(=O)C[C@H](O)CC(=O)[C@@H]1OC(=O)[C@@H](C)C/C=C\Cc2ccccc21	/	/	-1%	-6%	6%	-4%	67%[activator]	2	-2%
Cc1ccc(-c2nnc3sc(C4COc5ccccc5O4)nn23)cc1 (centres undefined)	-3%	-4%[59 µM]	-22%	-4%	10%	i	22%	2	-4%
COc1cc(C2C(C(=O)c3ccc(C)o3)=C(O)C(=O)N2Cc2cccnc2)ccc1O (centres undefined)	56µM*	-13%[59 µM]	?	38%[activator]	-1%	-1%	9%	2	1%
Cc1cc(C)cc(Nc2cc(C)nc3nc(C)nn23)c1	2%	-20%	-6%	-9%	4%	i	35%	3	-12%
N#Cc1nc(-c2cccc3ccccc23)oc1NCCN1CCCCC1	?	-43%[59 µM]	?	14%	1%	0%	-26%	5	1%
CC(=O)NC(Cc1ccccc1)C(=O)N1CCN(C(=S)NCC(C)C)CC1 (centres undefined)	-7%	-8%[59 µM]	-13%	2%	-14%	-8%	16%	8	-10%
CC(=O)c1cccc(CN2CCN(C3CCCC3)C(CCO)C2)c1 (centres undefined)	-5%	7%	4%	-1%	3%	i	33%	5	-4%
O=CNC(Cc1ccccc1)C(=O)O (centres undefined)	8%	9%	-21%[57.1 µM]	2%	8%	-7%	64%[activator]	-3	-3%
C/C(=N\NC(=O)C1(C)CC1(Br)Br)c1cccc(NC(=O)C2CCC2)c1 (centres undefined)	1%	-4%[59 µM]	-10%	10%	7%	-5%	15%	1	-8%
Cc1ccc(S(=O)(=O)Nc2ncc(C(F)(F)F)cc2Cl)cc1	4%	/	-12%	-3%	0%	-7%	-9%	-5	19%
COc1ccc(C(=O)CSc2nnc(-c3ccco3)o2)cc1	-10%	6%	-13%	4%	-9%	i	29%	0	12%
CCOC(=O)N1CCN(C(=O)C2CCN(S(=O)(=O)c3cc(Cl)ccc3OCC)CC2)CC1	2%	26%	-10%	0%	-8%	i	19%	-4	10%
Cn1cc(CN2CCC(n3nccc3NC(=O)c3ccccc3Cl)CC2)c2ccccc21	?	-9%[59 µM]	?	5%	0%	1%	-16%	-18	-11%
CCOc1ccc(NC(=O)CSc2ncc(-c3ccc(F)cc3)n2Cc2ccco2)cc1	8.9µM*	?	-18%[11.4 µM]	-2%	0%	-9%	-18%	4	7%
CCCC(C)NC(=O)c1c2c(nc3ccccc13)CCC2 (centres undefined)	50µM*	-43%	-32%	75%[activator]	-11%	9%	10%	?	1%
CC(C)N1C(=O)C2C(C(=O)NC3CCCCC3)C3C=CC2(O3)C1C(=O)NC1CCCCC1 (centres undefined)	8%	7%[59 µM]	-7%	-4%	-1%	-3%	31%	-2	8%
O=C(NCCCN1CCCCC1)c1ccc(CS(=O)c2ccc(Cl)cc2)o1 (centres undefined)	-8%	-1%	-11%	12%	1%	-7%	18%	-1	3%
O=C(OCCOc1ccc(F)cc1)c1ccc(S(=O)(=O)N2CCCC2)cc1	16%	0%[2.33 µM]	30%	0%	3%	-5%	52%[activator]	-5	12%
O=C(NCCc1ccccc1)/C(=C\c1ccc([N+](=O)[O-])cc1)NC(=O)c1ccco1	-24%	40µM*	-15%	3%	22%	i	25%	-3	-2%

Assay outcomes: PubChem, National Center for Advancing Translational Sciences (NCATS)

An unsorted share of the library. Share with any hit: about 11%.
